Source: PubChem BioAssay
Wnt act = Wnt/beta-catenin pathway activation; Wnt/beta-catenin reporter cell assay, activator, plate reader; activation, % at 9.35 µM; 1.2% of 300,000 active; AID 743398; in the data active means activation above about 30%, passing the limit was not always enough;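 further: 0% = neutral control wells and 100% = positive control wells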
Keap1 Nrf2 FP = disrupts human Keap1 binding to Nrf2 peptide | Keap1 Kelch-Nrf2 peptide fluorescence polarization, 1536-well | AID 504523 | 0.15% of 340,000 active | inhibition, % at 9.4 µM | Q14145; in the data active means inhibition above about 12%;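 further: human Keap1 Kelch domain with fluorescein labeled Nrf2 9mer peptide probe; 0% = neutral control wells and 100% = peptide positive control; higher means more block of Keap1 binding to Nrf2 peptide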
Cardiac RTF inh = cardiac RTF calcium desensitization; IANBD-labeled cardiac RTF, Ca2+ fluorescence; P19429+P45379; inhibition, % at 7.15 µM; 0.12% of 340,000 active;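 active means inhibition above the mean inhibition of all tested compounds plus 3 SD, cut at about 17% in these data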;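 further: assay run at fixed EC70 calcium of 1.6 mM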
cardiac RTF act = cardiac RTF calcium sensitization. 0.24% of 340,000 active. activation, % at 7.2 µM. P19429+P45379. IANBD-labeled TnC RTF fluorescence at EC20 calcium; 0% EC20 calcium, 100% full calcium;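 active means activation above the mean over all tested compounds plus 3 SD, cut at about 30% in these data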;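 further: rise in fluorescence read as greater calcium sensitivity of cardiac thin filaments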
C-LANA FP = KSHV C-LANA DNA binding inhibition | MBP-C-LANA/FAM-LBS DNA binding, fluorescence polarization | inhibition, % at 9 µM | 0.078% of 340,000 active;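 active means highest replicate inhibition at or above 60% at 9 µM, even if other replicates fall short; inactive means all replicates below 60% inhibition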;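 further: 0% = neutral control wells and 100% = 4 µM acridine orange control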
DSG3 Ab inh = human desmoglein-3 autoantibody binding inhibition; DSG3-coupled beads, scFv-anti-DSG3-GFP binding, flow cytometry; stronger effect = lower value; AID 588358; binding (percent of control), % at 10 µM; 0.48% of 310,000 active;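 active means binding more than 3 SD below its plate's average and above zero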;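 further: hits lower antibody fragment binding to DSG3; some compounds called inactive have numbers as strong as hits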
Target sequence (P32926 whole entry, looked up, the tested form may be a part): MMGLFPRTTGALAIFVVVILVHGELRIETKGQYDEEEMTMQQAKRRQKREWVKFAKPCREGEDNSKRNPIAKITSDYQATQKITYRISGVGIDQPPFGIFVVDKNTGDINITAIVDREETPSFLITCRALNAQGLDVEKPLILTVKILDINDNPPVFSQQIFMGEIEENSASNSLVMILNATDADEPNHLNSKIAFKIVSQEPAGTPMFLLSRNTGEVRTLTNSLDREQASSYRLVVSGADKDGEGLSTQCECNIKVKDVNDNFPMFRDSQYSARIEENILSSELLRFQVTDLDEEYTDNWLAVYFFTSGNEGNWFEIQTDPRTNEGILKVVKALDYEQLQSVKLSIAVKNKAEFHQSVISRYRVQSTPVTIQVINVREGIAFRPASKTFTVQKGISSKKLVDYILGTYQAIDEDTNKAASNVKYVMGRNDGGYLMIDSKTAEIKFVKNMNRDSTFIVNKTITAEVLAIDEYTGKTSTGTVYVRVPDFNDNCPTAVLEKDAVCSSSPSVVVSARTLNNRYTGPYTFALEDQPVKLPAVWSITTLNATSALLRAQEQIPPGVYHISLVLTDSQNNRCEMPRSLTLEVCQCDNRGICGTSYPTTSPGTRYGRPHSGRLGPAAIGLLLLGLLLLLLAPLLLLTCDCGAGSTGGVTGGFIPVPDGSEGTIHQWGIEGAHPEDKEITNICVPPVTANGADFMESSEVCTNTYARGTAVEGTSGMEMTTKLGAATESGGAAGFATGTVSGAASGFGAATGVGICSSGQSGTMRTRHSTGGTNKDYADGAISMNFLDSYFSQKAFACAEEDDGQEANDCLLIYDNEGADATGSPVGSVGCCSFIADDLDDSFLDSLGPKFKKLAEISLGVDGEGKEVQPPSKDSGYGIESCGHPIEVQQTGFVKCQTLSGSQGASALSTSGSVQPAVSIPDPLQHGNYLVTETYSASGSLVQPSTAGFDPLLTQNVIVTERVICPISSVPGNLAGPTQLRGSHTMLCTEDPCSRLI
MOR-DOR ag = agonists of human mu-delta opioid receptor heterodimerization; P35372+P41143; cells, OPRM1-OPRD1 heterodimerization, luminescence; activation, % at 9.3 µM; 0.3% of 340,000 active; AID 504326; in the data active means activation above about 18%;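 further: 0% = vehicle-treated cells and 100% = reference agonist; values of inactives mirror those of a sister screen read the other way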
MOR-DOR inv ag = inverse agonists of human mu-delta opioid receptor heterodimerization | cell-based MOR-DOR heterodimer luminescence, inverse agonism | inhibition, % at 9.3 µM | 0.21% of 340,000 active; in the data active means inhibition above about 22%, passing the limit was not always enough;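 further: 0% = cells with DMSO and 100% = wells without cells with DMSO; values of inactives mirror those of a sister screen read the other way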
V-ATPase pH = regulators of yeast V-ATPase proton transport; S. cerevisiae, pHLuorin cytosolic pH fluorescence; response, % at 10 µM; 0.37% of 350,000 active; in the data active means response mostly above about 7.3%, no sharp cut-off; inactive means mostly below about 5.4%; further: actives read high; inactives centre near 0; some compounds called inactive have numbers as strong as hits; reference of the scale not given here
Arr AP2 block = blocks beta-arrestin peptide binding to AP2 adaptin; 0.31% of 340,000 active; inhibition, % at 10 µM; FITC-arrestin peptide / GST-AP2 beads, flow cytometry; AP2 beta2 appendage carries R879A mutation;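 active means inhibition above a set limit, near 3 SD of compounds lacking own fluorescence, cut at about 54% in these data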;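 further: plate controls were DMSO wells for no effect and 5 µM unlabelled arrestin peptide for full effect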
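system = GST-tagged AP2 beta2-adaptin appendage (R879A) on 4 µm glutathione beads | reagent = FITC-labelled arrestin peptide probe, 50 nM final | schedule = compound with beads 12 min RT, then probe 1 h RT | signal = HyperCyt-sampled flow cytometry, FL1 channel, ex 488/em 535 nm | read-out = percent response from loss of bead-bound FITC fluorescence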
* hit, by the source's call; nt = no result given; + = active, no number.

SMILES | Wnt act | Keap1 Nrf2 FP | Cardiac RTF inh | cardiac RTF act | C-LANA FP | DSG3 Ab inh | MOR-DOR ag | MOR-DOR inv ag | V-ATPase pH | Arr AP2 block
O=C(NCCCN1CCOCC1)c1cccc(S(=O)(=O)N2CCOCC2)c1 | 0 | -5 | -13 | -1 | -1.8 | 94 | -0.9 | 4 | -1 | -10
Cc1cccnc1NC1OC(=O)c2ccccc21 (stereo not drawn) | nt | 1 | -12 | -2 | -0.3 | 105 | -3.0 | 15 | 2 | -5
O=C(CN1C(=O)/C(=C/c2ccco2)SC1=S)Nc1ccc(C(=O)O)c(O)c1 | -2 | -9 | 7 | -8 | 108* | 95 | -0.1 | 1 | 2 | 3
Cc1cccc2nc(=S)n(C(=O)c3ccco3)n12 | nt | -3 | -7 | 4 | 0.1 | 94 | -2.3 | 12 | -1 | 12
Cc1ccc(C(c2cc(Cl)c3cccnc3c2O)N2CCN(C)CC2)cc1 (stereo not drawn) | nt | -46 | 8 | -1 | 1.3 | 114 | 7.1 | -40 | -1 | 7
Cn1c(CNc2ccccn2)c(C#N)c2ccccc21 | nt | -8 | 6 | -3 | 0.9 | 108 | -2.7 | 13 | -4 | -13
O=C(NC(Cc1ccccc1)C(=O)O)/C(=C\c1ccc(Cl)cc1)NC(=O)c1ccco1 (stereo not drawn) | 1 | -6 | 4 | 0 | -0.1 | 105 | -0.4 | 3 | 2 | -9
CC(Sc1nnc(Cc2ccc([N+](=O)[O-])cc2)o1)C(N)=O (stereo not drawn) | -2 | 0 | 1 | 0 | -0.4 | 106 | -0.9 | 5 | 3 | 7
COc1cccc2c1C(=O)c1c(O)c3c(c(O)c1C2=O)CC(O)(C(C)=O)CC3OC1CC(N(C)C)C(O)C(C)O1 (stereo not drawn) | -25 | + | -269 | 190* | 117* | 89 | 7.2 | -31 | -3 | 38
Cc1cc(C)c(NC(=O)CCn2nnc3ccccc32)c(C)c1 | -1 | 0 | nt | nt | 0.6 | nt | nt | nt | -2 | 1
CC1CCCCC1NC(=O)Cn1cccc1C(=O)c1ccccc1 (stereo not drawn) | -1 | -4 | -5 | 0 | 1.1 | nt | -1.6 | 9 | 2 | 3
O=C(NCc1ccc(F)cc1)C1CCN(S(=O)(=O)c2cccnc2)CC1 | -2 | -2 | 2 | -12 | 1.3 | nt | -5.0 | 26 | -4 | 26
O=C(CN1C(=O)c2ccccc2S1(=O)=O)NCc1ccc2c(c1)OCO2 | 0 | -2 | -1 | -1 | 1.5 | 102 | -0.8 | 5 | 3 | -5
CCOC(=O)CC(NC(=O)Cn1nnc(-c2ccccc2F)n1)c1ccccc1Cl (stereo not drawn) | 1 | -4 | -2 | -5 | -0.3 | 90 | 0.1 | -1 | -2 | -3
CCNC(=S)N(CCc1c(C)[nH]c2ccc(Cl)cc12)Cc1ccco1 | -2 | -9 | -2 | 4 | -1.8 | 119 | -2.2 | 11 | -1 | -3
CC1(C)CC2CC(C)(CN2S(=O)(=O)c2cccc(C(=O)O)c2)C1 (stereo not drawn) | 1 | 1 | -4 | 0 | 2.2 | nt | -4.7 | 19 | -8 | -6
c1ccc(Cn2nnc3ccccc32)cc1 | -1 | -5 | -10 | 5 | -0.5 | 116 | -2.7 | 13 | 7 | 3
CS(=O)(=O)N1CCC(C(=O)Nc2cc(C(F)(F)F)ccc2Cl)CC1 | nt | -2 | -7 | -4 | -0.5 | 94 | -0.4 | 2 | 0 | 2
Cc1cc(NC(=O)c2cccs2)no1 | 0 | -2 | -3 | -2 | -0.5 | 101 | 0.8 | -4 | 3 | 3
C=CCN1CCC(=O)C(C(=O)OCC)=C1C(=O)OCC | -3 | -5 | 4 | 4 | -1.1 | 100 | -2.3 | 11 | 0 | 2
O=C(CC1SC(N2CCCCC2)=NC1=O)Nc1cccc(C(=O)NCc2ccc(F)cc2)c1 (stereo not drawn) | 9 | 1 | 3 | -2 | -0.1 | 104 | -5.1 | 25 | -9 | 12
O=C(c1cccc(S(=O)(=O)N2CCN(c3ccccc3)CC2)c1)N1CC=C(c2ccccc2)CC1 | -4 | 5 | -1 | -1 | -1.2 | 106 | -5.2 | 17 | -4 | 22
CCOC(=O)C1C(c2ccc(C(=O)O)cc2)NC(=O)NC1(O)C(F)(F)F (stereo not drawn) | -2 | -1 | -1 | -1 | 1.3 | 98 | -0.1 | 1 | -2 | 20
CCC1(c2ccccc2)NC(=O)N(CC(=O)Nc2ccccc2C(=O)N2CCCCC2)C1=O (stereo not drawn) | -1 | 1 | -5 | -3 | 16 | 105 | -1.8 | 12 | 0 | -10
CCCCNC(=O)c1cccc(S(=O)(=O)N2CC3(C)CC2CC(C)(C)C3)c1 (stereo not drawn) | -3 | -9 | -8 | 1 | 0.8 | 102 | 1.6 | -6 | -4 | -9
Cc1cc(C)cc(NC(=O)C2C3C=CC4(O3)C2C(=O)N(CCCN2CCCCC2)C4C(=O)NC2CCCCC2)c1 (stereo not drawn) | -3 | 3 | 9 | -3 | 1.0 | nt | 0.7 | -5 | 0 | 8
O=C(O)CCN1CCOCC1 | nt | -4 | 0 | -6 | -0.4 | 115 | -2.3 | 13 | 6 | 6
CN(C)c1ccc(C(c2ccc(N(C)C)cc2)C(O)c2ccccc2)cc1 (stereo not drawn) | -2 | -1 | -4 | 4 | 0.5 | nt | 2.7 | -13 | 1 | 14
CCOc1cccc2cc(C(=O)N3CCc4ccccc4C3)c(=O)oc12 | nt | 0 | -4 | 1 | 0.9 | 99 | -2.7 | 14 | 0 | 7
COc1ccc2c(CC(=O)NCc3cccs3)coc2c1 | 4 | 6 | -5 | 2 | 0.4 | nt | 0.8 | -3 | 0 | -12
Cn1cc(/C=C2\SC(=O)N(c3ccc(O)cc3)C2=O)c2ccccc21 | 14 | 5 | 3 | 5 | 3.0 | 90 | 0.3 | -2 | -8 | 30
COc1ccc(Cc2nc3ccc(C(=O)NCCn4cccn4)cc3o2)cc1 | 10 | 0 | 4 | 0 | 1.8 | 124 | -2.4 | 13 | -5 | 33
COc1cccc(-c2c(C(=O)N/N=C/c3sccc3C)nnn2-c2nonc2N)c1 | -1 | 3 | -6 | 0 | 0.4 | 105 | -2.6 | 13 | -5 | -20
COc1ccc2oc(C(=O)OCC(=O)N(CC(C)C)c3c(N)n(Cc4ccccc4)c(=O)[nH]c3=O)c(C)c2c1 | 1 | -3 | 12 | 5 | -0.3 | 119 | -2.0 | 11 | -2 | 4
O=C(Cc1ccc(F)cc1)Nc1c2c(nn1-c1cccc(Cl)c1)CS(=O)C2 (stereo not drawn) | nt | -1 | -12 | 8 | 3.2 | 107 | 1.6 | -10 | -3 | -1
CC(CCc1ccccc1)NC(=O)CCNS(=O)(=O)c1ccccc1C(F)(F)F (stereo not drawn) | -4 | -2 | -2 | 7 | 0.4 | 106 | 0.9 | -3 | -1 | 3
C/C(CC(=O)Nc1ccc(C)c(Cl)c1)=N\NC(=O)c1ccco1 | 2 | -4 | -7 | 1 | 1.6 | 103 | -1.8 | 9 | 2 | 6
CC(C)(C)NCC(O)CON=C1c2ccccc2-c2ccccc21 (stereo not drawn) | 1 | 4 | 2 | -2 | -4.3 | 102 | 4.8 | -25 | 0 | -11
O=C1CC(Nc2ccccc2)C(=O)N1c1ccc(N2CCOCC2)cc1 (stereo not drawn) | -1 | 7 | -11 | -3 | 0.4 | 96 | 0.8 | -5 | -6 | 6
Cc1ccc(C(=O)N2CC(C)SC2=Nc2cccc(S(=O)(=O)N(C)C)c2)cc1 (stereo not drawn) | 2 | 4 | 6 | 5 | 1.1 | 101 | -2.5 | 15 | 2 | -8
O=C(CN(c1ccc(Cl)c(C(F)(F)F)c1)S(=O)(=O)c1ccccc1)N/N=C/c1cccc2c1OCCO2 | nt | 1 | 8 | -1 | 4.5 | 97 | 0.3 | -1 | -1 | 21
Cc1cc2c(cc1S(=O)(=O)CCC(=O)NCc1ccccc1)OCC(=O)N2 | 0 | -2 | -6 | 4 | -0.8 | 96 | 0.4 | -2 | 0 | 1
Cc1cc(C(=O)CCC(=O)Nc2ncccc2C)c(C)s1 | -3 | -7 | -2 | -9 | 1.2 | 106 | -1.8 | 12 | 0 | -5
O=C(NCCC1CCCCN1S(=O)(=O)c1cccs1)C(=O)Nc1cccc(F)c1 (stereo not drawn) | -1 | 0 | 4 | 0 | -1.3 | 110 | 0.2 | -1 | -7 | 13
COc1ccc(OC)c(-c2csc(NC(=O)COC(=O)C3CC3)n2)c1 | -5 | 0 | -2 | -8 | -2.3 | 91 | -2.5 | 10 | 0 | 2
CC1Cc2cc(C(=O)O)ccc2O1 (stereo not drawn) | nt | -2 | -6 | 0 | 1.8 | 93 | -1.4 | 7 | 1 | -4
O=C(Cc1ccc([N+](=O)[O-])cc1)NCCc1ccc2c(c1)OCO2 | -1 | -2 | -8 | 2 | -2.1 | 167 | -1.9 | 10 | 10 | -14
CCOC(=O)N1CCN(C(=O)/C=C/c2ccc([N+](=O)[O-])cc2)CC1 | -7 | -4 | -2 | -1 | 0.3 | 92 | 6.6 | -48 | -1 | -1
CCCC(C)C(=O)Nc1ccc(S(=O)(=O)Nc2nccs2)cc1 (stereo not drawn) | nt | -4 | -2 | -1 | 2.7 | 94 | -3.9 | 19 | 2 | 17
COc1ccc(OC)c(-n2nnnc2SCC(=O)Nc2cc(C)ccc2OC)c1 | -5 | -2 | -5 | -8 | 1.7 | 102 | -1.7 | 8 | 2 | 31
COc1ccc(CCNC(=O)C2CCN(S(=O)(=O)c3cccc4nonc34)CC2)cc1OC | -1 | 0 | -8 | -1 | 0.6 | 96 | -3.4 | 14 | 1 | 7
C=CCn1c(=NC(=O)CC)n(C)c2ccccc21 | -1 | -1 | 8 | 6 | -0.4 | 84 | 0.0 | 0 | 11 | 19
Cc1ccc(CNC(=O)Cn2ccc3cc(S(=O)(=O)N4CCCCCC4)ccc32)cc1 | -1 | 2 | -6 | -1 | -0.4 | 98 | -1.3 | 7 | 0 | -2
COC(=O)C1C(=O)c2c([nH]c(C(=O)OCCSC)c2C)CC1C (stereo not drawn) | 21 | -1 | -5 | -6 | -0.2 | 104 | -2.7 | 13 | 1 | -2
O=S(=O)(Nc1cc(S(=O)(=O)N2CCOCC2)ccc1Cl)c1ccccc1 | 0 | 0 | -10 | 1 | -0.9 | 106 | 0.1 | -1 | 2 | 3

One compound at a time, as listed above. Order of values: Wnt act	Keap1 Nrf2 FP	Cardiac RTF inh	cardiac RTF act	C-LANA FP	DSG3 Ab inh	MOR-DOR ag	MOR-DOR inv ag	V-ATPase pH	Arr AP2 block
Entry for CCOC(=O)N1CCN(C(=O)/C=C/c2ccc([N+](=O)[O-])cc2)CC1 → -7	-4	-2	-1	0.3	92	6.6	-48	-1	-1
Entry for O=S(=O)(Nc1cc(S(=O)(=O)N2CCOCC2)ccc1Cl)c1ccccc1 → 0	0	-10	1	-0.9	106	0.1	-1	2	3
Entry for Cc1ccc(CNC(=O)Cn2ccc3cc(S(=O)(=O)N4CCCCCC4)ccc32)cc1 → -1	2	-6	-1	-0.4	98	-1.3	7	0	-2
Entry for COc1ccc(CCNC(=O)C2CCN(S(=O)(=O)c3cccc4nonc34)CC2)cc1OC → -1	0	-8	-1	0.6	96	-3.4	14	1	7
